GPR151 activ: activates the human receptor GPR151; Q8TDV0; PathHunter beta-arrestin GPR151 cells, luminescence; activation, % at 11.2 µM; 650,000 compounds, 1% hits; AID 1508602; in the data active means activation above about 4.9%;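 further: 0% = median of compound wells and 100% = cells with positive control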
Target sequence (Q8TDV0 whole entry, looked up): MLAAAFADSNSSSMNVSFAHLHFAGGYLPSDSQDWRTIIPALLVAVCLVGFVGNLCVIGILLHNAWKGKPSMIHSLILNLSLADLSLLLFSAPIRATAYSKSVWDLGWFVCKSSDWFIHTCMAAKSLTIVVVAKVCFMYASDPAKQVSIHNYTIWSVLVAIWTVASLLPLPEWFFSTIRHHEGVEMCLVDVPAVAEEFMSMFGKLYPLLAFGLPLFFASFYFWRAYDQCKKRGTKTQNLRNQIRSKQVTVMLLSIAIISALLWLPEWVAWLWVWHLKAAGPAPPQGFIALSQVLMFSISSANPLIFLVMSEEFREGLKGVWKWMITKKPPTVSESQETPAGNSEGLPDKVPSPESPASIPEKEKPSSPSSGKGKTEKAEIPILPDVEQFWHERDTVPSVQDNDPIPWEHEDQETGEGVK
FBW7 activator: human FBW7 E3 ligase activation, primary screen | Q969H0 | AlphaScreen FBW7–phospho-cyclin E peptide binding, activator screen | normalized activity (activation), % at 26.1 µM | 650,000 compounds, 0.13% hits | AID 1259310; in the data active means normalized activity above about 1.9%;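 further: purified mutant Fbw7 with reduced substrate affinity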
TEAD-YAP block: TEAD-YAP interaction inhibition; HEK-TIYL cells, TEAD-Gal4/YAP UAS-luciferase luminescence; 640,000 compounds, 1.4% hits; inhibition, % at 9.12 µM; in the data active means inhibition above about 32%;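 further: 0% = median of test compound wells and 100% = reference inhibitor wells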
MITF inh: blocks human microphthalmia-associated transcription factor; O75030; AlphaScreen MITF homodimerization, bead proximity signal; inhibition, % at 2.6 µM; 650,000 compounds, 0.91% hits; AID 1259374; in the data active means inhibition above about 50%;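 further: 0% = vehicle wells with protein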
Target sequence (O75030 whole entry, looked up): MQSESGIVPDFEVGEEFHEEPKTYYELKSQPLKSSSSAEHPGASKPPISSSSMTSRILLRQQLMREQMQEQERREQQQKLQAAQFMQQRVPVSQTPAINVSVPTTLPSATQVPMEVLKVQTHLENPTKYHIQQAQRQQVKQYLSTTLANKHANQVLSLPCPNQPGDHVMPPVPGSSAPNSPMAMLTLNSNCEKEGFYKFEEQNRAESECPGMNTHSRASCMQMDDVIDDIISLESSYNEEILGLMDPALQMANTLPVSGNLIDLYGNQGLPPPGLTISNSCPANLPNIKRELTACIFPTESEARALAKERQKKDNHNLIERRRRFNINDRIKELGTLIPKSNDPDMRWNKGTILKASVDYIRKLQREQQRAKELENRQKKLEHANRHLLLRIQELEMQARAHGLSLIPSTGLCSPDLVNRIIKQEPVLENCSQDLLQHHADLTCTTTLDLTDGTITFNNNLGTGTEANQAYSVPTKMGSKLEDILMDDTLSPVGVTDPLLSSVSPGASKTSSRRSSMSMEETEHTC
Active calls of the source: *.

SMILES	GPR151 activ	FBW7 activator	TEAD-YAP block	MITF inh
Cn1c(=O)c2c(ncn2Cc2c(F)cccc2Cl)n(C)c1=O	-0.7	0.0	13	14
C/C(=N/NC(=O)c1cc(C)oc1C)c1ccc2ccccc2c1	-2.6	0.7	-36	10
CCN1CCN(C(=O)C2CCN(Cc3cc(Cl)ccc3O)CC2)CC1	0.5	-0.2	-1	17
FC(F)(F)C1=CC(c2ccccc2)=NCCN1	-0.7	0.4	7	-1
COc1ccc(/C=C2\N=C(c3cc(F)c(F)cc3Cl)OC2=O)c(OC)c1	-1.1	0.1	-5	15
O=C(c1cccs1)N1CCC(Cn2ccnc2)CC1	-0.3	0.2	15	11
Nc1nc(=S)nc(-c2ccc(Cl)cc2)[nH]1	0.2	0.0	-3	4
COc1ccccc1CNC(=O)CCn1c(=S)[nH]c2ccccc2c1=O	-1.4	0.0	-6	-18
Cc1cccc(OCC(=O)N/N=C/c2cccnc2)c1	3.1	0.1	3	0
Cc1nc(N2CCCC(NCCc3cccs3)CC2)nc2ccc(F)cc12 (stereo not given)	1.1	0.2	8	-16
N#Cc1ccc(NCc2cccc(-n3cc(NC(=O)Nc4ccccc4Cl)cn3)c2)cc1	1.6	0.2	7	9
O=C1OC(/C=C/c2ccccc2)=NC/1=C/c1ccccc1C(F)(F)F	0.2	-0.1	-4	-10
CC(=O)C(Cc1ccc(F)cc1)SC#N (stereo not given)	-1.0	0.0	11	-3
CCCN1C(=O)c2ccccc2CC1(C)C(=O)NC1CCC(C)CC1 (stereo not given)	0.9	-0.1	1	-5
COCc1[nH]nc2c1C(c1c(F)cccc1Cl)C(C#N)=C(N)O2 (stereo not given)	0.0	0.1	13	22
COc1ccc(/C=N/OCC(=O)N(Cc2ccccc2)C(C)(C)C)c(OC)c1	0.7	-0.2	-4	-21
COc1ccc(-c2nc3ncnc(NCCN4CCOCC4)c3[nH]2)cc1	-0.8	0.2	-1	-2
CCOC(=O)c1cccnc1SCC(=O)NCc1ccccc1	0.1	0.2	-2	12
Nc1cc(OC(=O)c2ccco2)nn1S(=O)(=O)c1ccc(Cl)cc1	2.8	-0.1	0	2
COc1ccc(-n2cc(C(=O)Nc3ccc(Cl)cc3)c3ccccc3c2=O)cc1	-1.1	0.2	0	11
Cc1ccccc1CN(CC1CCC(C(=O)O)CC1)C(=S)Nc1ccccc1F (stereo not given)	-0.1	0.7	17	15
CCOC(=O)c1sc2c(OCC)c(Br)ccc2c1NC(C)=O	-1.9	0.1	0	8
N/C(=N\OC(=O)/C=C/c1ccccc1)c1ccc(Br)cc1	1.2	-0.1	-12	1
COc1ccc(Br)cc1/C=C/C(=O)N1CCN(c2ccc(C(F)(F)F)cc2[N+](=O)[O-])CC1	0.3	0.1	10	8
Cc1ccc2nsnc2c1S(=O)(=O)Nc1ccc(Cl)c(Cl)c1	-1.2	-0.2	-9	-14
CCOC(=O)CCSc1nc(C)c2cc(C)ccc2n1	0.0	0.0	-44	-8
CCOc1ccc(CCNC(N)=O)cc1OCC	0.2	0.5	-7	13
CN(CC(=O)NCc1ccc(F)cc1)S(=O)(=O)c1ccc(Br)s1	-0.5	-0.1	8	-5
COc1ccc(OC)c(C2CC(=O)C(C(C)C)C(c3cc(OC)ccc3OC)N2)c1 (stereo not given)	2.1	0.0	-3	-5
OCCOc1cccc(CN2CCN(Cc3cccs3)C(CCO)C2)c1 (stereo not given)	-2.2	0.2	-4	2
Cc1cc(C)cc(N2N=C(c3ccccc3)CC2c2ccccc2)c1 (stereo not given)	0.8	0.1	2	-23
O=C(Cn1cnc2sc3c(c2c1=O)CCCC3)NCCCC(=O)Nc1ccccc1F	-0.9	0.1	3	4
CC1CCCN(c2ccc(C(=O)NC3CCCCCC3)cc2[N+](=O)[O-])C1 (stereo not given)	0.0	-0.6	-9	-1
CCC(=O)c1ccc(N2CCOCC2)c(F)c1	-1.0	0.1	-6	11
Cc1ncsc1C(=O)N1CCCC(C(=O)c2ccc3ccccc3c2)C1 (stereo not given)	1.3	0.0	-10	12
Cc1ccc(CNc2nc3ccccc3n3cnnc23)cc1	-0.3	0.8	7	7
COc1ccc(C(=O)Nc2c3c(nn2-c2cccc(Cl)c2)CS(=O)(=O)C3)cc1OC	0.5	0.3	-9	7
CCc1ccc(CN2CCC(C3(C)NC(=O)N(C4Cc5ccccc5C4)C3=O)CC2)o1 (stereo not given)	0.4	-0.1	-6	0
O=C1CNC23CCCCC2C(c2ccccc2O3)C1C(=O)N1CCOCC1 (stereo not given)	-1.2	-0.2	-2	-2
O=C(CCCN1C(=O)c2cccc3cccc(c23)C1=O)Nc1ccccc1Cl	1.7	0.0	-11	0
COc1ccc(NC(=O)C2CC(=O)N(C)C(=Nc3ccc(C)c(C)c3)S2)cc1 (stereo not given)	1.6	0.2	7	7
Cc1cc(C)cc(NC(=O)c2nc3nc(C)cc(C)n3n2)c1	-0.3	0.2	-6	9
CCOC(=O)C1=C(C)NC(=S)NC1c1ccc(N(CC)CC)cc1 (stereo not given)	-0.2	-0.2	4	8
O=C(c1ccc(F)cc1)N1CCN=C1c1ccccc1	0.8	-0.1	-4	2
CCOc1cccc(/C=C(/C#N)c2nc3ccccc3[nH]2)c1OCC(=O)O	1.0	-0.1	-4	5
O=C1CCC(=O)N1C1c2ccccc2Oc2ccccc21	1.9	0.6	-11	14
N/C(Cc1cccc2ccccc12)=N\OC(=O)c1ccccc1F	0.4	0.3	-16	3
Cc1c2cnn(CC(=O)NC(C)c3ccccc3)c(=O)c2c(C)n1Cc1cccc(Cl)c1 (stereo not given)	-0.7	0.4	6	19
Cc1ccc(-c2c3c(nc4sc(C(=O)c5ccc(F)cc5)c(N)c24)CCCC3)o1	-0.4	1.0	4	5
Cc1cccc(N2CCN(c3ncnc4c3c(-c3ccccc3)cn4-c3ccc(F)cc3)CC2)c1C	0.0	0.1	-4	5
CCN(CC(=O)NC1CCCCC1)S(=O)(=O)c1ccc(Cl)cc1	-0.2	-0.2	17	5
COC(=O)[C@@H](NC(=O)c1ccc(OC2CCN(Cc3ccccn3)CC2)cc1)C(C)C	-1.5	0.1	5	19
O=C(Nc1ccc2cnccc2c1)c1ccc(SCC(O)c2ccc(Br)cc2)cc1 (stereo not given)	-0.3	-0.2	-14	7
CC(C)c1nc2ccc(-c3cnn(-c4ccc(CN5CCOCC5)cc4)c3)cc2c(=O)[nH]1	0.9	0.7	4	7
Cc1cc(C)nc(SCC(=O)N/N=C\c2cccc(Cl)c2)n1	-0.3	-0.1	1	-13
CCCOc1ccc(-c2nc3ccc(OC(C)=O)cc3c(=O)o2)cc1	-0.8	0.4	2	14
Cc1ccc(NC(=O)COc2ccc3c(C)cc(=O)oc3c2)cc1C	-0.6	0.6	1	-6
COc1ccc([N+](=O)[O-])cc1NC(=O)c1ccc(C)cc1Cl	1.4	-0.1	-12	8
Cc1nc2sccn2c1CN1CCC(C2(Cc3ccccc3)NC(=O)NC2=O)CC1 (stereo not given)	-0.9	-0.1	-7	-18
CCCc1nn2c(N)c(/C=C3\C=CC(=O)C(OCC)=C3)c(=O)nc2s1	0.4	-0.2	10	9
Other results:
SMILES	GPR151 activ	FBW7 activator	TEAD-YAP block	MITF inh
NC(=O)C(Cl)CNS(=O)(=O)c1ccc(Cl)cc1 (stereo not given)	0.0	-0.9	29	18
O=C(Nc1nc(-c2ccc3ccccc3c2)cs1)c1ccc([N+](=O)[O-])cc1	0.6	0.4	15	10
N#CC1=C(N)Oc2nc[nH]c(=O)c2C1c1ccccc1 (stereo not given)	0.7	0.1	-4	-20
COc1ccccc1NC(=O)C1=C(C)NC(SCC(=O)Nc2cc(Cl)cc(Cl)c2)=C(C#N)C1c1ccco1 (stereo not given)	-0.4	0.6	3	13
Cc1nc2c(C(=O)NCc3ccccc3Cl)c[nH]n2c(=O)c1Cl	-0.4	0.7	3	2
CN(C)CCn1c(=S)[nH]c2c(sc3ccccc32)c1=O	1.3	0.8	-6	-8
CC(=O)Nc1ccc2nc(Nc3nc4cc5c(cc4s3)OCO5)sc2c1	-1.2	1.8	11	5
COc1ccc(OC)c(N=C(C)c2c(C)[nH]n(-c3nc4ccccc4s3)c2=O)c1	-9.8	0.2	10	22
Cc1ccnc(NC(=O)CSc2nnc3c4ccccc4n(Cc4ccccc4)c3n2)c1	0.5	0.2	7	24
COc1ccc(NC(=O)c2c(-c3c(F)cccc3Cl)noc2C)cc1OC	-0.9	-0.1	6	3
CCCn1c(NCc2ccc(OC)cc2O)nc2ccccc21	-1.0	0.1	-29	-2
Nc1cccc(S(=O)(=O)c2ccc(N)c(N)c2)c1	0.4	0.0	-1	18
CC(C)N(C)Cc1nnnn1CC(=O)NCc1cc(F)cc(C(F)(F)F)c1	-0.8	-0.1	12	1
CCC/C(=N\NC(=O)C1CC1)c1ccc(F)cc1	0.8	0.0	-9	-15
Cc1ccc(-n2ncc3c(N4CCN(c5ccc(Cl)c(Cl)c5)CC4)ncnc32)c(C)c1	-0.8	0.0	7	9
COc1ccccc1NC(=S)N(Cc1ccc(C(=O)O)cc1)Cc1ccc(OC)c(OC)c1	-0.4	-0.1	-5	8
CC1=C(C#N)C(NC(=O)c2ccc(Cl)cc2)(C(F)(F)F)C(=O)N1 (stereo not given)	3.7	0.1	1	22
Cc1cc(C(=O)N(Cc2cccnc2)c2nc3c(F)cccc3s2)no1	-0.7	0.0	-39	-8
O=C(Cc1ccccc1)NS(=O)(=O)c1ccc(N=NN2CCCCC2)cc1	7.3*	-0.1	2	-1
Cc1ccc2occ(CN3CCN(Cc4ccccc4)CC3)c(=O)c2c1	3.1	0.0	-8	7
COCCOCCCN1CCC2(CC1)NC(=O)Cc1c(C)cccc12	0.9	-0.1	15	-6
Cc1ccccc1NC(=O)CN1C(=O)C(c2ccc(Cl)cc2)=NC1(C)C	0.3	0.2	10	-5
O=C(CN1CCN(c2ccc(F)cc2)CC1)Nc1cccnc1Cl	-0.4	-0.2	-13	-4
COc1cccc(C(=O)NNC(=O)COc2ccc(C(C)(C)C)cc2)c1	0.0	0.1	-6	-16

An excerpt from above with just FBW7 activator, GPR151 activ and TEAD-YAP block:
smiles	FBW7 activator	GPR151 activ	TEAD-YAP block
Nc1cccc(S(=O)(=O)c2ccc(N)c(N)c2)c1	0.0	0.4	-1
CC(C)N(C)Cc1nnnn1CC(=O)NCc1cc(F)cc(C(F)(F)F)c1	-0.1	-0.8	12
CCC/C(=N\NC(=O)C1CC1)c1ccc(F)cc1	0.0	0.8	-9

Next section.
SMILES	GPR151 activ	FBW7 activator	TEAD-YAP block	MITF inh
CCOC(=O)/C(C)=N/NC(=O)c1ccc([N+](=O)[O-])cc1	0.4	-0.2	-6	11
Cc1ccc(NC(=O)COC(=O)c2ccc([N+](=O)[O-])o2)c(Br)c1	-0.8	-0.1	4	4
Cc1ccsc1C1CC(c2ccc(Br)cc2)Nc2nnnn21 (stereo not given)	0.2	0.1	10	1
O=C(COc1ccc(-c2ccccc2)cc1)NNC(=O)NC1CCCCC1	-2.6	0.2	1	1
CC1CCCN(C(=O)C2CCN(Cc3ccc(Br)cc3)CC2)C1 (stereo not given)	-0.5	0.1	17	33
CC(=O)c1ccc(-n2nnnc2SCC(=O)Nc2cccc(F)c2)cc1	1.2	0.0	7	1
O=C(c1ccc(Cl)cc1)N(NC1=NS(=O)(=O)c2ccccc21)S(=O)(=O)c1ccccc1	0.5	0.0	-7	7
O=C(Nc1ccc(Cl)cc1)c1ccc(Oc2ccccc2)cc1	-1.3	0.1	-48	-5
O=C(Nc1nc2c(s1)C(=O)CC(C(=O)N1CCN(CCO)CC1)C2)c1cccs1 (stereo not given)	0.2	0.0	-4	13
COc1ccccc1N1CCN(C(=O)CCCNC(=O)Cn2cnc3sc(C)c(C)c3c2=O)CC1	-0.9	0.0	-1	10
O=C1C2CC=C(Cl)CC2C(=O)N1Cc1ccccc1 (stereo not given)	-1.8	0.8	-9	18
Cc1ccc(-n2ncc(-c3nnc(SCC(=O)NC4CCCC4)o3)c2N)cc1C	-0.5	0.1	-4	2

Grouped by structure: those above containing a thiophene ring, fused or not.
SMILES	GPR151 activ	FBW7 activator	TEAD-YAP block	MITF inh
O=C(c1cccs1)N1CCC(Cn2ccnc2)CC1	-0.3	0.2	15	11
Cc1nc(N2CCCC(NCCc3cccs3)CC2)nc2ccc(F)cc12 (stereo not given)	1.1	0.2	8	-16
CCOC(=O)c1sc2c(OCC)c(Br)ccc2c1NC(C)=O	-1.9	0.1	0	8
CN(CC(=O)NCc1ccc(F)cc1)S(=O)(=O)c1ccc(Br)s1	-0.5	-0.1	8	-5
OCCOc1cccc(CN2CCN(Cc3cccs3)C(CCO)C2)c1 (stereo not given)	-2.2	0.2	-4	2
O=C(Cn1cnc2sc3c(c2c1=O)CCCC3)NCCCC(=O)Nc1ccccc1F	-0.9	0.1	3	4
Cc1ccc(-c2c3c(nc4sc(C(=O)c5ccc(F)cc5)c(N)c24)CCCC3)o1	-0.4	1.0	4	5
CN(C)CCn1c(=S)[nH]c2c(sc3ccccc32)c1=O	1.3	0.8	-6	-8
Cc1ccsc1C1CC(c2ccc(Br)cc2)Nc2nnnn21 (stereo not given)	0.2	0.1	10	1
O=C(Nc1nc2c(s1)C(=O)CC(C(=O)N1CCN(CCO)CC1)C2)c1cccs1 (stereo not given)	0.2	0.0	-4	13
COc1ccccc1N1CCN(C(=O)CCCNC(=O)Cn2cnc3sc(C)c(C)c3c2=O)CC1	-0.9	0.0	-1	10

Compound activity (PubChem BioAssay)
